# Screens (PubChem BioAssay)
# hERG protect – hERG rescue from dofetilide block, primary screen, cell-based, CHO-hERG, FluxOR thallium flux, dofetilide IC70. Voltage-gated inwardly rectifying potassium channel KCNH2 (Homo sapiens), Q12809. dofetilide IC70 present. activation (rescue from dofetilide block), less the hit threshold, % at 10 µM. actives 0.51% (n = 310,000). AID 1511, 2009;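 active means activation above the mean of controls blocked by dofetilide plus 5 SD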;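 further: thallium influx through hERG after potassium depolarization seen as dye fluorescence rise; in these data hits start at about 4.7%; inactives centre near -7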
# DYRK1A inh – rat Dyrk1A kinase inhibitors, primary screen, biochemical, single point, plate reader. Dual specificity tyrosine-phosphorylation-regulated kinase 1A (Rattus norvegicus), Q63470. ADP-Glo luminescence, NFATc1 peptide. inhibition, % at 12.5 µM. actives 0.43% (n = 310,000); in the data active means inhibition above about 50%;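 further: plate controls were vehicle with enzyme for no effect and no enzyme for full effect; many of its hits are not listed in these tables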
# TRPC4 act – activators of mouse TRPC4 channel, primary screen, Fluo4 calcium, HEK293 TRPC4beta/mu-opioid cells; actives 0.49% (n = 310,000); Short transient receptor potential channel 4 (Mus musculus), Q9QUQ5; Fluo4 calcium fluorescence; stronger effect = higher value; B-score at 10 µM;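 active means B-score above 5 SD of library B-scores, and initial fluorescence ratio not above library mean plus 5 SD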;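 further: positive B-score marks a calcium rise read as TRPC4 activation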
#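 Test system: HEK293 cells stably co-expressing mouse TRPC4beta and mu-opioid receptor | Schedule: Fluo4 dye loading 45 min at room temperature, 110 s recording | Measured by: Kinetic Fluo4 calcium fluorescence, 5 s baseline at 1 Hz | Evaluation: B score of integrated ratio | Controls: Buffer (low) and maximal DAMGO (high)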
# HDAC3 inhib – HDAC3 deacetylase inhibitors, primary screen, biochemical, fluorescence, cell-free homogeneous. actives 0.15% (n = 320,000). recombinant HDAC3, fluorogenic peptide/trypsin coupled. inhibition, % at 8.3 µM; in the data active means inhibition above about 26%, passing the limit was not always enough
# TRPC4 potent – positive allosteric modulators of TRPC4, primary screen, cell-based, mouse TRPC4beta, HEK293 mu-opioid, Fluo-4 calcium | Short transient receptor potential channel 4 (Mus musculus), Q9QUQ5 | DAMGO EC20, Fluo-4 Ca2+ flux; stronger effect = higher value | B-score at 10 µM | actives 0.42% (n = 310,000);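 active means B-score of calcium response area above 5 SD of library B-scores, with initial fluorescence ratio within 5 SD of library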;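 further: B-score of integrated fluorescence ratio over time as area under calcium response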
# TMEM16A act – TMEM16A chloride channel activators or potentiators, primary screen, cell-based, HTS | Anoctamin-1 (Mus musculus), Q8BHY3 | HEK293 TMEM16A/YFP-H148Q/I152L, iodide quench fluorescence; stronger effect = lower value | B-score at 10 µM | actives 0.3% (n = 340,000) | AID 623877, 2012;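 active means fluorescence-ratio B-score plate-corrected deviation score at least 3 library SD below zero, with starting fluorescence score within 5 deviations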;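 further: channel opened by trigger with iodide after compound preincubation; score built on the fluorescence ratio of max minus min over baseline; more negative score means more quench and so TMEM16A activation or potentiation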
# KCNK3 block – human KCNK3 channel inhibitors, primary screen, CHO cells, FluxOR thallium flux, B-score; Potassium channel subfamily K member 3 (Homo sapiens), O14649; FluxOR fluorescence; stronger effect = lower value; B-score at 10 µM; actives 0.84% (n = 340,000); AID 602410, 2012;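 active means B-score under library mean minus 4 SD, starting fluorescence ratio at most library mean plus 5 SD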;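 further: more negative B-score means stronger inhibition of thallium flux through KCNK3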
# Target sequence (O14649 whole entry, looked up): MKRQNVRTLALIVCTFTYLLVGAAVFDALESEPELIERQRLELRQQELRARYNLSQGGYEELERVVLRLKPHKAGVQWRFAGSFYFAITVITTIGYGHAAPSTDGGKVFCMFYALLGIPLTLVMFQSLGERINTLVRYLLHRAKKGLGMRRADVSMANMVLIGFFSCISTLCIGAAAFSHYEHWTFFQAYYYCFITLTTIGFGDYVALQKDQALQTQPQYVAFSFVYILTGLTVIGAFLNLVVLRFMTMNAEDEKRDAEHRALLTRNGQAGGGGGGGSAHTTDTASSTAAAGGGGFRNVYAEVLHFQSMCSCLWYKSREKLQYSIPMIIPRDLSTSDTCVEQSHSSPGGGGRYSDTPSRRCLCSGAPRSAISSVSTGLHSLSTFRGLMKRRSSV
# KCNK9 block – KCNK9 potassium channel inhibitors, primary screen, HEK293 cells, thallium flux; Potassium channel subfamily K member 9 (Homo sapiens), Q9NPC2; FluxOR thallium flux fluorescence; stronger effect = lower value; B-score at 10 µM; actives 1.2% (n = 310,000); AID 488922, 2010;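 active means ratio B-score over 3 SD below the library mean, with starting fluorescence within 5 SD of its mean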;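 further: negative B-score means less thallium flux so channel inhibition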
# KCNQ1 block – inhibitors of human KCNQ1 channel, primary screen, cell-based, thallium flux, high-throughput; actives 1.3% (n = 310,000); CHO-K1 KCNQ1, FluxOR thallium flux fluorescence; stronger effect = higher value; Potassium voltage-gated channel subfamily KQT member 1 (Homo sapiens), P51787; AID 2642, 2010; B-score at 10 µM;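 active means compounds whose thallium flux B-score, printed positive for inhibition, exceeds three library SD while starting fluorescence stays within three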;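 further: channel opened by potassium depolarization with thallium stimulus after 20 min compound exposure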
# Target sequence (P51787 whole entry, looked up): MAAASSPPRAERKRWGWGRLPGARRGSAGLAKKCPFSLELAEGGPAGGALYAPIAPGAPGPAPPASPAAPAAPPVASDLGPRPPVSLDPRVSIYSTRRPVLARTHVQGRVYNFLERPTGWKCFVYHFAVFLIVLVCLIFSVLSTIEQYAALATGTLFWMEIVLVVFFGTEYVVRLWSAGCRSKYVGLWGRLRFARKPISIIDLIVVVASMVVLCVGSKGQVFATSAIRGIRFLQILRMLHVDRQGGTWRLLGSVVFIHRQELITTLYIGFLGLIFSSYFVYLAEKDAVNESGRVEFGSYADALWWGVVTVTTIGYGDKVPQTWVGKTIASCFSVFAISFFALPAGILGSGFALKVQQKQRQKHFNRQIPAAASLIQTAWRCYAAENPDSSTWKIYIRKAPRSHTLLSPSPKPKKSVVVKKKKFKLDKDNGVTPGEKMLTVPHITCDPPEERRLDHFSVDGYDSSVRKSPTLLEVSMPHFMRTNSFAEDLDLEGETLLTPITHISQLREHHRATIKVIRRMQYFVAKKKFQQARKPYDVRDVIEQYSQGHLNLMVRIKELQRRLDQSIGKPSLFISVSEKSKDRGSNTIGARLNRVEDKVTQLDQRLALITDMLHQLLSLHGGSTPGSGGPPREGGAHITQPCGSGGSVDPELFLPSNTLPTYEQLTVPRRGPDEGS
# TMEM16A inh – TMEM16A chloride channel inhibitors, primary screen, cell-based, HTS | normalized B-score (activity score, 25-100; higher = stronger inhibition) at 10 µM | actives 1.2% (n = 310,000) | Anoctamin-1 (Mus musculus), Q8BHY3 | AID 588511, 2011 | HEK293 TMEM16A/YFP iodide influx fluorescence, ionomycin;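 active means ratio plate-corrected score three or more library SD toward inhibition, starting fluorescence score within five deviations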;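 further: score derived from kinetic fluorescence span divided by baseline fluorescence per well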
# KCNQ1 pot – potentiators or activators of KCNQ1 channel, primary screen, cell-based, thallium flux, high-throughput; Potassium voltage-gated channel subfamily KQT member 1 (Homo sapiens), P51787; CHO-K1 KCNQ1, thallium flux FluxOR fluorescence; stronger effect = higher value; B-score at 10 µM; actives 0.35% (n = 310,000);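 active means fluorescence ratio B-score, a plate-corrected score, at least three library SD, with initial intensity B-score within 5 SD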
#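 Material: CHO-K1 cells stably expressing KCNQ1. Medium: assay buffer for compound exposure, DMSO matched across wells. Reagent: K+/Tl+ depolarizing stimulus. Compound dosing: single-concentration screen. Times: 37 °C overnight plating, 90-min dark dye load, 20-min compound pretreatment. Technique: FluxOR Tl+ flux fluorescence.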
# Starred values were filed as active, the others as inactive; i = inactive; · = no result given. These rows are one share of the data (hit frequency here may not be typical).
compound	KCNK3 block	DYRK1A inh	KCNK9 block	TRPC4 act	KCNQ1 block	hERG protect	TRPC4 potent	TMEM16A inh	KCNQ1 pot	TMEM16A act	HDAC3 inhib
CCCCNC(=O)c1ccc(CS(=O)(=O)Cc2ccccc2F)o1	i	-7	i	i	i	-9	i	i	i	i	0
CCOc1ccc(CCNC(=O)CSc2nnnn2C)cc1OCC	i	-4	-13*	i	i	-8	i	i	i	i	-12
O=c1c2ccccc2nc(SCc2nnc(-c3ccccc3Br)o2)n1-c1ccccc1	-12*	-7	-6.9*	i	i	-7	i	i	i	i	0
CCOc1c(Cl)cc(CNC(C)(C)CC(C)(C)C)cc1OC	i	-9	i	i	i	-7	i	i	i	i	·
CN(C)CCCNC(=O)CCc1ncc(C(F)(F)F)cc1Cl	i	-3	i	i	i	-5	i	i	i	i	7
COCC(C)NC(=O)Cc1ccc(F)cc1 (configuration not stated)	i	-2	i	i	i	-1	i	i	i	i	-2
CC1=C(C(=O)N2CCCCC2)C2(CCC(C)CC2)OC1=O (configuration not stated)	i	4	i	i	i	-5	i	i	i	i	·
C=CCNC(=S)Nc1ccc(C)c(S(=O)(=O)N2CCCCC2)c1	i	·	i	i	i	-9	i	i	i	i	0
Cc1ccc(S(=O)(=O)n2c([N+](=O)[O-])cnc2C)cc1C	i	8	i	i	i	-12	i	i	i	i	-1
O=C(Nc1nnc(-c2ccc(F)cc2)o1)c1ccc(S(=O)(=O)N2CCOCC2)cc1	i	-4	i	i	i	-4	i	i	i	i	7
COc1ccc(NC(=O)C(C)N(C)Cc2ccc3ccccc3c2)cc1 (configuration not stated)	i	2	i	i	i	-15	i	i	i	i	1
CCN(CC(=O)NCc1ccc(F)cc1)C(=O)Cc1c(F)cccc1Cl	i	-4	i	i	i	-4	i	i	i	i	1
CC(C)c1c(C(=O)N/N=C/c2ccccc2C(=O)O)nnn1-c1nonc1N	i	3	i	i	i	-6	i	i	i	i	2
CCOc1ccc2nc(NC(=O)COC)sc2c1	i	24	i	i	i	-8	i	i	i	i	4
COc1ccc(-c2nc(-c3ccccc3)c(-c3cc([N+](=O)[O-])ccc3C)[nH]2)cc1O	i	16	-10*	i	7*	-5	i	i	i	i	9
CC(=O)NCCn1ccc2ccccc21	i	2	i	i	i	-11	i	i	i	i	2
O=C(Nc1ccccc1C(=O)NCc1cccnc1)c1ccc(Cl)cc1Cl	i	0	i	i	i	-14	i	i	i	i	-5
CC1CN(Cc2c(O)ccc3c(=O)c(-c4ccccc4)coc23)CC(C)O1 (configuration not stated)	i	0	i	i	i	-10	i	i	i	i	-28
O=C(Nc1nnc(C2CC2)s1)c1cc(S(=O)(=O)N2CCCCC2)ccc1N1CCOCC1	i	4	i	i	i	-18	i	i	i	i	·
FC(F)(F)c1ccc(Oc2ccc(Cl)cc2Br)nc1	i	1	i	i	i	-9	i	i	i	i	-2

# Retrieved one by one from above (2):
compound	KCNK3 block	DYRK1A inh	KCNK9 block	TRPC4 act	KCNQ1 block	hERG protect	TRPC4 potent	TMEM16A inh	KCNQ1 pot	TMEM16A act	HDAC3 inhib
O=C(Nc1nnc(-c2ccc(F)cc2)o1)c1ccc(S(=O)(=O)N2CCOCC2)cc1	i	-4	i	i	i	-4	i	i	i	i	7
O=C(Nc1ccccc1C(=O)NCc1cccnc1)c1ccc(Cl)cc1Cl	i	0	i	i	i	-14	i	i	i	i	-5

# More records.
compound	KCNK3 block	DYRK1A inh	KCNK9 block	TRPC4 act	KCNQ1 block	hERG protect	TRPC4 potent	TMEM16A inh	KCNQ1 pot	TMEM16A act	HDAC3 inhib
CCn1c(SCc2nnc(-c3ccccc3)o2)nnc1-c1ccc(S(=O)(=O)N2CCCC2)cc1	i	-2	i	i	i	-6	i	i	i	i	4
O=C(O)COc1ccc(Br)cc1/C=N\Nc1ccccn1	i	15	i	i	i	-6	i	i	i	i	-3
COc1ccc(/C(C)=N/NC(=O)c2nnn(-c3nonc3N)c2-c2cccs2)cc1	i	7	i	i	i	-4	i	i	i	i	1
O=c1cc(CSc2ccc(Cl)cc2)nc(-c2ccccc2)[nH]1	i	0	i	i	i	-9	i	i	i	i	-4
CC(=O)c1ccc(NS(=O)(=O)c2ccc(N)cc2)cc1	i	1	i	i	i	1	i	i	i	i	2
COc1ccc(N(CC(=O)Nc2ccccc2C(=O)O)S(=O)(=O)c2ccc(C)c([N+](=O)[O-])c2)cc1	i	7	i	i	i	-9	i	i	i	i	-8
O=C(COC(=O)/C=C/c1ccc2c(c1)OCO2)NC1CC1	i	1	i	i	i	5.4*	i	i	i	i	-3
CCC1=NN(S(=O)(=O)c2ccc(C)cc2)C(O)(C(F)(F)F)C1 (configuration not stated)	i	-1	i	i	i	-6	i	i	i	i	1
Cc1cc2oc(C(=O)N3CCN(CCc4ccccn4)CC3)c(C)c2cc1C	i	-1	i	i	i	-8	i	i	i	i	9
CC(Sc1ccccn1)C(=O)Nc1ccccc1 (configuration not stated)	i	-1	i	i	i	-12	i	i	i	i	-2
C=CCNc1sc(C(=O)c2ccc(Br)s2)c(N)c1C#N	i	-1	i	i	i	-14	i	i	i	i	-5
Cc1ccc(C2NC(c3ccc(C)cc3)C(C)C(=NO)C2C)cc1 (configuration not stated)	i	1	i	i	i	-10	i	i	i	i	2
Cc1ccccc1C(=O)Nc1nnc(S(=O)(=O)N2CCCCCC2)s1	i	0	i	i	i	-9	i	i	i	i	-3
COc1ccc(NC(=O)C2CCCN(S(=O)(=O)c3ccc4c(c3)CC(C)N4C(C)=O)C2)cc1 (configuration not stated)	i	2	i	i	i	-6	i	i	i	i	0
COc1ccc(N2Cc3ccccc3C2=NC(=O)c2cccc([N+](=O)[O-])c2)cc1	i	-2	i	i	i	-9	i	i	i	i	·
O=C(CCC(=O)N1CCOc2ccccc21)NCc1cccnc1	i	0	i	i	i	-4	i	i	i	i	-6
O=C(NCc1cccs1)C1CCCN(C(=O)Nc2ccccc2)C1 (configuration not stated)	i	-1	i	i	i	0	i	i	i	i	12
COCCCn1c(=O)c2ccccc2n(Cc2ccccc2)c1=O	i	·	i	i	i	-11	i	i	i	i	-3
COc1ccc(C2C(C(=O)NCCN3CCOCC3)c3ccccc3C(=O)N2C)cc1OC (configuration not stated)	i	-1	i	i	i	-4	i	i	i	i	0
CCNc1nc(NC#N)nc(SCC(=O)OCC)n1	i	3	i	i	i	-8	i	i	i	i	4
COc1cc(Br)c(C(C)NC(=O)c2cccc(Br)c2)cc1OC (configuration not stated)	i	4	i	i	i	-6	i	i	i	i	4
Cc1cc2c(cc1C)C(c1ccccc1OC(C)C)CC(=O)N2 (configuration not stated)	i	-4	i	i	i	-3	i	i	i	i	9
COc1cccc(C(=O)N2CCN(Cc3ccccn3)CC2)c1	i	-3	i	i	i	-2	i	i	i	i	0
O=C(c1cc2ccccc2cc1O)N1CCN(c2ccccc2O)CC1	i	14	i	i	i	-11	i	i	i	i	9
COc1ccc(CCNC(=O)CN2CCC(C)CC2)cc1OC	i	12	i	i	i	-10	i	i	i	i	-8
Cc1nc(-c2cccc(N)c2)cs1	i	-1	i	i	i	3	i	i	i	i	-9
COc1ccc(CCNC(=O)c2ccccc2)cc1	i	2	i	i	i	-3	i	i	i	i	5
CCCCNC(=O)C1CCN(C(=O)C2CCN(S(=O)(=O)c3ccc(C)cc3)CC2)CC1	i	-6	i	i	i	-4	i	i	i	i	2
COCC1CCCN(C(=O)c2ccc3oc(CCCc4ccccc4)nc3c2)C1 (configuration not stated)	i	9	i	i	i	-10	i	i	i	i	-12
COc1ccc(OC(=O)c2cnn(-c3ccccc3)c2C)cc1	i	-4	i	i	i	-9	i	i	i	i	-1
Cc1n[nH]c(=O)c2c(NC(=O)CSc3nc4ccccc4c(=O)n3CCCOC(C)C)oc(C)c12	i	2	i	i	i	-14	i	i	i	i	2
CCc1ccc(C(=O)NNc2ccc(C)c(Cl)c2)cc1	i	-6	i	i	i	-4	i	i	i	i	4
CCc1cccc(NC(=S)N(CCCN2CCOCC2)C(C)c2cc3cccc(OC)c3o2)c1 (configuration not stated)	i	0	i	i	i	-5	i	i	i	i	-5
COCCCNc1nc2ccccc2nc1NS(=O)(=O)c1ccc(C)cc1	i	-2	i	i	i	-14	i	i	i	i	-1
C=CCNCCCOc1ccc(C)cc1Br	i	-8	i	i	i	-7	i	i	i	i	1
Cn1c(SCCOc2ccc(Cl)cc2)nnc1-c1ccncc1	i	4	i	i	i	-3	i	i	i	i	3

# Gathered by group: the compounds so far with a CF3 group
compound	KCNK3 block	DYRK1A inh	KCNK9 block	TRPC4 act	KCNQ1 block	hERG protect	TRPC4 potent	TMEM16A inh	KCNQ1 pot	TMEM16A act	HDAC3 inhib
CN(C)CCCNC(=O)CCc1ncc(C(F)(F)F)cc1Cl	i	-3	i	i	i	-5	i	i	i	i	7
FC(F)(F)c1ccc(Oc2ccc(Cl)cc2Br)nc1	i	1	i	i	i	-9	i	i	i	i	-2
CCC1=NN(S(=O)(=O)c2ccc(C)cc2)C(O)(C(F)(F)F)C1 (configuration not stated)	i	-1	i	i	i	-6	i	i	i	i	1
